Screens from PubChem BioAssay.
HADH2 inh: HADH2 (human) dehydrogenase inhibition. Q99714. recombinant HADH2, NADH fluorescence, beta-hydroxybutyryl-CoA. Potency, µM (series often up to 57.1 µM), for the others: top-dose activity change, negative = inhibition, usual class: inhibitors. 73,000 tested, 3.4% active. AID 886; further: potency means the concentration at half of the fitted maximal effect; on the % scale 0 is the no-effect control and ±100 the full control effect; nearly all actives have a fitted effect of over 60% in size; many of its hits are not listed in these tables
Target sequence (Q99714 whole entry, looked up, one chain of several): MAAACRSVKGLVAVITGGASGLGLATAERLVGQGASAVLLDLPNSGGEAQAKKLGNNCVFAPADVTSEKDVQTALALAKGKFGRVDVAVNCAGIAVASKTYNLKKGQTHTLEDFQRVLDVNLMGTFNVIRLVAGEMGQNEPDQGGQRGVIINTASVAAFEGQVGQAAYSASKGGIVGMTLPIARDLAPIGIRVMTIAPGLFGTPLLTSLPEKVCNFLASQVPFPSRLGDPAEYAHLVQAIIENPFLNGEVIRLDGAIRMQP
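E. coli-expressed His-tagged HADH2 tested at 20 nM in alkaline Tris buffer (pH 9.0); oxidation of 90 uM beta-hydroxybutyryl-CoA with 1 mM NAD+ tracked fluorimetrically for 4 min.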
Hsp90 Hop PPI: changes Hsp90-Hop TPR2A binding signal, up or down | AlphaScreen TPR2A-His6 binding biotin-Hsp90 C-terminal peptide | 71,000 tested, 0.44% active | AID 595 | Potency, µM (highest dose often 57 µM), for inactives: top-dose activity change, negative = inhibition; active means well fitted curve in either direction with a large enough effect; inconclusive means small, poorly fitted or top-dose-only effect, or another doubt; further: potency means the concentration at half of the fitted maximal effect; on the % scale 0 is the no-effect control and ±100 the full control effect; many of its hits are not listed in these tables
Ub-GFP proteasome: ubiquitin-GFP accumulation via proteasome inhibition. Ubiquitin-GFP reporter cells, proteasome inhibition, GFP fluorescence; response scale: untreated = 0%, 10 µM MG-132 = 100%. Potency, µM (titrated, usually from 45.9 µM), inactives show top-dose activation (GFP accumulation), most hits filed as activators. 67,000 tested, under 10 active. AID 526; active means well fitted activation curve with a large enough effect, not every such curve was filed as active; inconclusive means small, poorly fitted or top-dose-only effect, or another doubt; inactive means no such curve, though single readings can be large or run the other way; further: potency means the concentration at half of the fitted maximal effect
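GFP accumulation read-out: laser plate cytometry counting ubiquitin(G76V)-GFP-expressing U2OS cells after 4 hr compound exposure at 37 °C. Titrations spanned 46 uM to 2.9 nM; 0% = basal, 100% = 10 uM MG-132; concentration-response curves fitted.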
Epigenetic mod: epigenetic GFP locus derepression in mouse cells. mouse C127i GFP locus derepression, cytometry, 30 h. Potency, µM (doses to about 46.1 µM), for inactives: top-dose GFP derepression (activation). 68,000 tested, 0.09% active. AID 597; further: % of control where 0% means no effect
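Derepression screen: silenced CMV-GFP reporter in murine C127i cells, 30 h compound incubation at 37 C, washed cells imaged by laser-scanning cytometer to enumerate GFP-expressing objects of 20 to 120 um.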
CRE Fsk mod: CRE-bla signaling modulation under forskolin stimulation; CHO CRE-bla reporter (cAMP response element driving beta-lactamase), forskolin EC10, beta-lactamase ratio; 71,000 tested, 2.5% active; Potency, µM (series often up to 38.2 µM), for the others: at the top dose activity change, negative = inhibition, most hits filed as activators; active means well fitted activation curve with a large enough effect in the signal ratio, with a control signal flat, not every such curve was filed as active; inconclusive means small, poorly fitted or top-dose-only effect, or effect the other way, or a change in a side signal; the % refers to the signal ratio; further: potency means the concentration at half of the fitted maximal effect; % of control where 0% means no effect
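Forskolin analogue NKH 477 at EC10 stimulated CRE-driven beta-lactamase in CHO cells alongside compound dilution series. Beta-lactamase was measured with CCF4, excitation 405 nm, emission ratio 460/530 nm.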
BRCT PPI green: inhibitors of human BRCA1 BRCT-phosphoprotein interaction (green fluorophore). P38398. BRCA1 BRCT-phosphopeptide binding, green fluorescence polarization. Potency, µM (highest dose often 76.9 µM), for the others: top-dose activity change, negative = inhibition, hits mostly inhibitors. 75,000 tested, 0.05% active;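 further: potency means the concentration at half of the fitted maximal effect; plate controls were peptide without protein for full effect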
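Fluorescence polarization: His-tagged BRCT (~35 kDa BRCA1 C-terminus, 250 nM) bound to 100 nM fluorescein-labeled phosphorylated 10-aa BACH1 peptide, pH 7.3 phosphate buffer with DTT and Tween 20. Compounds incubated 12 min at room temperature; inhibition read as lowered polarization.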
15-hLO inh: inhibitors of human 15-lipoxygenase (ALOX15); purified 15hLO-1, xylenol orange hydroperoxide absorbance; Potency, µM (titrated, usually from 57.1 µM), for inactives: top-dose activity change, negative = inhibition, usual class: inhibitors; 74,000 tested, 1.4% active; P16050; further: potency means the concentration at half of the fitted maximal effect; on the % scale 0 is the no-effect control and ±100 the full control effect; nearly all actives have a fitted effect of over 55% in size
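40 nM 15hLO-1 + cpd, 15 min RT; start w/ 50 uM AA (final), 6 min RT; stop/detect w/ 200 uM XO + 300 uM Fe(II) in 50 mM H2SO4, 30 min; A573/A405. Buffer 25 mM Hepes pH 7.5, 0.01% Triton X-100. No-enzyme wells as negative control.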
USP2a inhib: inhibitors of human ubiquitin-specific protease USP2a; O75604; USP2a enzymatic assay, qHTS inhibition; Potency, µM (top dose mostly 38.3 µM), without a hit: top-dose activity change, negative = inhibition, usual class: inhibitors; 60,000 tested, 0.1% active;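 further: potency means the concentration at half of the fitted maximal effect; nearly all actives have a fitted effect of over 60% in size; plate controls were DMSO for no effect and NEM full inhibition control for full effect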
Target sequence (O75604 whole entry, looked up): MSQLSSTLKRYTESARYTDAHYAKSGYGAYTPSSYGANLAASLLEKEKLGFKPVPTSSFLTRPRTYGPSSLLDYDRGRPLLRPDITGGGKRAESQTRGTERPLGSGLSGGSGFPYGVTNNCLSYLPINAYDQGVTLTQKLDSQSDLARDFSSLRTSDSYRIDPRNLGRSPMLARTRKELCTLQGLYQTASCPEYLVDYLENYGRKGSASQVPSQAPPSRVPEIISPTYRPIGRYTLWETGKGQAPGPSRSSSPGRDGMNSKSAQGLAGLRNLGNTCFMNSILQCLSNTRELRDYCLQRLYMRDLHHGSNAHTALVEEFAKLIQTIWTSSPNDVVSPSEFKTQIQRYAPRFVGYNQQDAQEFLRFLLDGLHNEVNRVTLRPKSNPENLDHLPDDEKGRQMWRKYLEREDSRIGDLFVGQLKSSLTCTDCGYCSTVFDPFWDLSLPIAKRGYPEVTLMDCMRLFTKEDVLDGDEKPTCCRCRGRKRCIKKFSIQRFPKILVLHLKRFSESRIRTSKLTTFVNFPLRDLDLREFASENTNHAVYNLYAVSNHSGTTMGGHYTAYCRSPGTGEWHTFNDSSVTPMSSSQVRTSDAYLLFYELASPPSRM
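USP2 core (20 nM final) was preincubated with compound for 30 min at RT in 20 mM Tris-HCl pH 8.0, 2 mM CaCl2, 2 mM beta-mercaptoethanol; Ub-PLA2 (20 nM) plus NBD C6-HPC (20 uM) then added, fluorescence read after 2.5 h.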
HBB splice mod: modulators of hemoglobin beta chain splicing | HBB splicing reporter cell assay, activation; EGFP reporter with mutant IVS2-654 intron; response scale: normalised to 500 nM splice-correcting PNA | Potency, µM (doses to about 46.1 µM), without a hit: at the top dose activation, most hits filed as activators | 65,000 tested, 0.06% active | AID 925; further: potency means the concentration at half of the fitted maximal effect; 0% is about no effect
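Compounds were applied for 2 days to HeLa EGFP-654 cells, 500/well in Optimem with 2% FCS. The reporter's EGFP is disrupted by mis-splicing of beta-globin intron IVS2-654. Readout: summed well GFP fluorescence from 488 nm laser scanning; reference was 500 nM antisense […] 654 PNA.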
DNA Pol III inh: inhibitors of bacterial DNA polymerase III holoenzyme | reconstituted DNA polymerase III holoenzyme replication, biochemical | Potency, µM (doses to about 57.1 µM), inactives show at the top dose activity change, negative = inhibition | 71,000 tested, 0.25% active | AID 603; further: potency means the concentration at half of the fitted maximal effect; on the % scale 0 is the no-effect control and ±100 the full control effect
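Reconstituted *E. coli* holoenzyme (0.35 nM Pol III, 1 nM beta, 154 nM SSB, 2 nM primase) was preincubated with compound for 15 min at RT. Synthesis on 1.4 nM ssM13Gori ran 35 min, then was stopped with PicoGreen/EDTA and read as dsDNA fluorescence.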
BRCT inh red: disrupts BRCA1 BRCT binding to phosphoprotein, red fluorophore readout; BRCT-phosphopeptide binding, red fluorescence polarization; AID 892; 75,000 tested, 0.03% active; Potency, µM (series often up to 76.9 µM), inactives show top-dose activity change, negative = inhibition, most hits filed as inhibitors; further: on the % scale 0 is the no-effect control and ±100 the full control effect
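Fluorescence polarization: 100 nM His-tagged BRCA1 BRCT with 100 nM TAMRA-labelled phospho-BACH1 decapeptide, phosphate buffer pH 7.3 with 150 mM NaCl, DTT, 0.01% Tween 20; 12 min RT. Binding inhibition seen as FP decrease.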
Active calls of the source: *; ? = inconclusive; / = not tested or not shown; [ ] = dose if it differs, or a comment. Unless noted, the call rests on the fitted dose curve; in most records, active means well fitted curve in the direction sought with a large enough effect; inconclusive means small, poorly fitted or top-dose-only effect, or another doubt; inactive means no such curve, though single readings can be large; an effect the other way counts as inactive or inconclusive. The list is partial. The share of hits here may be higher or lower than overall.

structure,HADH2 inh,USP2a inhib,Ub-GFP proteasome,CRE Fsk mod,Hsp90 Hop PPI,Epigenetic mod,15-hLO inh,HBB splice mod,BRCT inh red,DNA Pol III inh,BRCT PPI green
CC(=C(CCOP(=O)(O)O)SC(=O)c1ccccc1)N(C=O)Cc1cnc(C)nc1N,9%[25.6 µM],-15%,-6%[20.5 µM],4%[17.1 µM],0%[26 µM],-2%[20.6 µM],-2%,-0.3%[20.6 µM],1.3%,-1%[25.6 µM],-2.2%[3.08 µM]
N#C/C(C(=O)N1CCOCC1)=c1\s/c(=C/c2ccncc2)c(=O)n1-c1ccccc1,2%,-3%,3%,?,-4%,-1%,14%,-1.5%,0.8%,-4%,-1.8%
O=C1c2ccccc2C(O)N1c1ccc(Cl)cc1 (configuration not stated),17%,/,9%,-7%,-3%,/,-8%,-0.8%,-1.8%,-12%,-1.2%
CC1=C(\C=C/C(C)=C/C=C\C(C)=C\CO)C(C)(C)CCC1,4%,/,2%,-6%,-6%,0%[9.22 µM],/,/,/,-2%,/
COC(=O)COc1cccc(-n2cnnn2)c1,4%,-4%,-2%,6%,-5%,0%,6%,-2.4%,0.0%,-1%,-1.5%
COc1ccccc1-n1c(SCC(=O)O)nnc1-c1ccc(S(=O)(=O)N2CCCCC2)cc1,1%,2%,0%,-7%,0%,5%,-5%,0.3%[57.5 µM],-0.6%,-1%,-3.4%
CCc1cc2c(SCC(=O)C(C#N)=C3N(C)c4ccccc4N3C)ncnc2s1,0%,18%,8%,0%,-3%,-1%,0%,-2.6%,-1.8%,7%,-1.0%
Cc1cc(Nc2ccccc2)n(-c2nc3ccccc3[nH]2)n1,-6%,-18%,2%,7%,10%,2%,-10%,-0.3%[57.5 µM],-0.7%,-6%,-0.7%
O=Cc1ccc(Cl)cc1,?,/,/,-9%,1%,/,-14%,-0.8%,-2.7%,-1%,5.0%
CC(=O)Nc1cccc(NC(=O)C2CCCN2C(=O)Nc2cccc(F)c2)c1 (configuration not stated),6%,33%[activator],-3%,-13%,-3%,0%,1%,/,1.3%,-5%,-1.5%
Cn1c(NC(=O)c2cccnc2)nc2ccccc21,?,/,7%,-6%,-2%,4%,15%,-0.2%[57.5 µM],-1.9%,-6%,-1.8%
CCCc1nnc(NC(=O)CCC(=O)N2CCCCCC2)s1,0%,4%,30%,-8%,-3%,-3%,6%,2.1%,-1.0%,-4%,-2.3%
Cc1ccc2cc(CN(CCN3CCCC3)C(=O)Nc3ccccc3)c(=O)[nH]c2c1C,2%,20%,1%,13%,-5%,-1%,-21%,-2.6%,-0.8%,17%,2.9%
Cc1ccc(-n2c(CSc3nc(C)cc(C)n3)nnc2SCC(=O)Nc2nccs2)cc1,3%,15%,-4%,0%,0%,1%,17%,/,1.1%,0%,0.9%
CCc1c(C)c(C#N)c2nc3ccccc3n2c1Nc1c(C)n(C)n(-c2ccccc2)c1=O,0%,24%,4%,?,2%,-2%,2%,2.5%[57.5 µM],-0.1%,-2%,0.3%
Cc1nc2cnc(Oc3ccccc3)nc2n(CCc2ccccc2)c1=O,2%,46%[activator],-3%,?,1%,3%[9.22 µM],7%,0.6%,-0.4%,-6%,-1.5%
CC1CN(S(=O)(=O)c2ccc(-c3nc4ccccc4s3)cc2)CC(C)O1 (configuration not stated),12%,8%,0%,6%,-1%,0%,-8%,0.2%[57.5 µM],-0.1%,-6%,-1.4%
COc1ccc(N2C(=O)CC(Sc3nnc(-c4ccccc4)o3)C2=O)cc1 (configuration not stated),?,21%[7.66 µM],18%[9.17 µM],?,-7%[11 µM],2%,-12%[11.4 µM],3.2%[0.0738 µM],-0.2%,2%[11.4 µM],-1.2%
CC1(C)Cc2noc(N)c2C(C)(C)N1OC(=O)c1scc2c1OCCO2,-15%,9%,-1%,5%,-3%,0%,2%,-0.4%,0.3%,0%,-0.1%
CCOC(=O)c1cn(CC(=O)Nc2ccc3c(c2)OCCO3)nn1,-4%,0%,8%,0%,-1%,-2%,4%,-2.4%,-0.9%,0%,-0.3%
O=C1C2C3C=CC(C3)C2C(=O)N1c1ccncc1 (configuration not stated),-11%,55%[activator],/,23%,-2%,0%,8%,5.9%[0.369 µM],-1.2%,1%,-2.8%
COC(=O)c1ccc(NC(=O)c2ccc(CN3CCOCC3)cc2)cc1,7%,5%,3%,1%,-4%,3%,1%,-1.2%,-0.8%,-5%,-2.4%
O=C1CC(N2CCN(c3nc4ccccc4s3)CC2)C(=O)N1c1ccc(F)cc1 (configuration not stated),-6%[11.4 µM],28%[7.66 µM],9%[9.17 µM],?,-3%[11 µM],2%,-4%[11.4 µM],-2.7%[0.0738 µM],0.0%,-5%[11.4 µM],-0.2%
CCN(C(=O)c1cc2cc3ccc(C)cc3nc2o1)c1ccc(OC)cc1,-11%,-22%,1%,13µM*,-6%,4%,-13%,7.5%,0.1%,0%,0.7%
COc1ccc(-c2noc(CCC(=O)Nc3ccc(C)c(C)c3)n2)cc1,7%,79%[activator],4%,?,-1%,3%,-16%,-0.9%,-0.3%,2%,-0.2%
CC(NC(=O)c1ccc(Cl)cc1)C(=O)N1CCCCC1 (configuration not stated),4%,/,14%,-3%,-4%,-2%,7%,-0.8%,-1.2%,-4%,-2.5%
CCOC(=O)C1=C(C)N(C)C(=O)NC1c1ccc(C)s1 (configuration not stated),2%,1%,-8%,?,-7%,-3%,-1%,0.5%,0.2%,-12%,1.7%
CC1(C)COCN1COC1CCCCC1,0%[11.4 µM],/,-6%[9.17 µM],-1%[7.6 µM],-1%[11 µM],2%[9.22 µM],4%[11.4 µM],2.3%[9.22 µM],-0.8%[15.4 µM],-4%[11.4 µM],-0.7%[15.4 µM]
Clc1ccc2[nH]c3c(c2c1)CCc1cn[nH]c1-3,57%[activator],?,-10%,?,-4%,-2%,?,-0.6%,-0.4%,-2%,-0.6%
COCCN1Cc2cccc(C(=O)Nc3c(C)cccc3C)c2C1=O,-9%,9%,-6%,?,-1%,-1%,15%,-4.0%,-2.5%,-6%,-0.2%
Cc1ccc(C)c(-n2c(SCC(N)=O)nnc2-c2ccccn2)c1,6%,/,1%,?,?,-2%,8%,-0.5%[57.5 µM],-0.8%,-4%,-1.8%
CCCCc1cc(=O)oc2c(CN(C)C)c(O)ccc12,3.2µM*,-1%,3%,?,-4%,0%,2%,1.5%,-2.5%,1%,-1.2%
CS(=O)(=O)N(CC(=O)N1CCCC1)c1ccc(Cl)c(Cl)c1,-8%[11.4 µM],11%[7.66 µM],-14%[9.17 µM],?,-4%[11 µM],-2%,6%[11.4 µM],-1.7%[0.0738 µM],0.5%,4%[11.4 µM],-1.8%
O=c1cc(CO)oc(C(Nc2ccccn2)c2ccc(C(F)(F)F)cc2)c1O (configuration not stated),-27%,15%,-3%,?,-11%,6%,-25%,-2.4%,-1.0%,0%,-1.1%
Cc1nn(-c2ccccc2)c(=S)n1-c1ccccc1,-2%,7%,-3%,-4%,-1%,1%,0%,/,-1.1%,-2%,0.2%
Cc1cc(C)nc(N2CCN(c3nnnn3-c3ccccc3)CC2)n1,14%,2%,-5%,?,-1%,1%,13%,-3.8%,-0.8%,-4%,-0.5%
Cc1nc2ccccn2c1/C(O)=C1\C(=O)C(=O)N(CCN2CCOCC2)C1c1cccnc1 (configuration not stated),-24%,-6%,0%,10%,-3%,-3%,1%,1.4%,1.1%,-3%,-2.3%
Cc1cc(C)c2c(CN3CCN(Cc4ccc5c(c4)OCO5)CC3)cc(=O)oc2c1C,10%,35%[activator],3%,5%,-3%,2%,0%,-5.1%[57.5 µM],1.2%,-2%,-0.6%
